Vif-APOBEC3G blk: inhibitors of Vif-APOBEC3G interaction; AID 602310; HeLa A3G-eYFP + Vif (tagged APOBEC3G with the HIV-1 protein that degrades it), YFP fluorescence, overnight; actives 0.076% (n = 410,000); Potency, µM (series often up to 46.1 µM), without a hit: at the top dose activity, negative = active, most hits filed as inhibitors;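 note: potency is the fitted concentration of half-maximal effect; % is set by controls: 0 for no effect and ±100 for the full control effect; nearly all actives have a fitted effect of over 60% in size; hits raise eYFP signal because A3G escapes Vif-driven loss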
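HeLa cells stably expressing Vif and C-terminally eYFP-tagged A3G, seeded overnight at 37 deg C, then exposed to compound by pintool overnight at 37 deg C. Rise in yellow fluorescence (Ex 488/Em 500-530, Acumen) marks blocked Vif-driven A3G degradation.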
RGS4 inhibitor: blocks human RGS4-accelerated GTP hydrolysis | P49798 | Transcreener GDP fluorescence polarization, RGS4-accelerated GTP hydrolysis | Potency, µM (titrated, usually from 114 µM), for inactives: top-dose activity change, negative = inhibition, hits mostly inhibitors | actives 0.039% (n = 390,000) | AID 504845; note: potency is the fitted concentration of half-maximal effect; % is set by controls: 0 for no effect and ±100 for the full control effect; nearly all actives have a fitted effect of over 75% in size; some results filed as inactive show a strong effect at the top dose
Target sequence (P49798 whole entry, looked up): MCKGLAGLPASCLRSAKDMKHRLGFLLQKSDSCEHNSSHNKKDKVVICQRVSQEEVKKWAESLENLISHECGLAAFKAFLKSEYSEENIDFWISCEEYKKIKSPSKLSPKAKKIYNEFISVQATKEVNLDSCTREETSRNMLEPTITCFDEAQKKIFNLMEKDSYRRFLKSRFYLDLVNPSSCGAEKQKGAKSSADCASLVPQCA
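MLSMR compounds (23 nl, pin-transferred) preincubated 10 min at room temperature with a 500nM (2x) first reagent, then RGS4 at 900nM (2x) plus Transcreener GDP mix added; fluorescence polarization (620/688 nm) read before and after 90 min at 30 °C.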
Vif-APOBEC3F blk: blocks the Vif interaction with APOBEC3F. HeLa A3F-eYFP + Vif (tagged APOBEC3F with the HIV-1 protein that degrades it), YFP fluorescence increase. Potency, µM (series often up to 46.1 µM), for the others: top-dose activity, negative = active. actives 0.2% (n = 390,000). AID 602313; note: potency is the fitted concentration of half-maximal effect; % of control where 0% means no effect; nearly all actives have a fitted effect of over 65% in size
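Fluorescence increase (Ex 488/Em 500-530) after overnight compound treatment at 37 deg C flags inhibition of Vif-driven A3F-eYFP loss in stable HeLa A3F-eYFP/Vif cells seeded overnight beforehand.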
LDHA block: inhibitors of human lactate dehydrogenase A | purified LDHA, NADH/diaphorase-resazurin fluorescence; stronger effect = lower value | activity change, % (values are at about 110 or 230 µM) | actives 0.15% (n = 480,000) | AID 1347041; in the data active = activity change below about -30%; inconclusive = mostly about -25% to -30%;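 note: plate controls were DMSO wells for no effect and wells without enzyme for full effect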
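Human LDH5 (2 nM) was incubated with 0.06 mM NADH and 0.2 mM pyruvate for 5 min at room temperature in Tris pH 7.4. Remaining NADH was coupled through diaphorase/resazurin, and resorufin fluorescence was read at 0 and 20 min.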
TrxR1 inh: blocks rat thioredoxin reductase 1; O89049; Potency, µM (doses to about 114 µM), without a hit: at the top dose activity change, negative = inhibition, actives largely listed as inhibitors; AID 588453; actives 1% (n = 390,000); recombinant rTrxR1, NADPH fluorescence consumption, selenite substrate; note: potency is the fitted concentration of half-maximal effect; % is set by controls: 0 for no effect and ±100 for the full control effect; nearly all actives have a fitted effect of over 65% in size
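Rat TrxR1 (90 nM in the dispensed reagent) was pre-reduced with 400 uM NADPH for 5 min at room temperature, then incubated with compound for 15 min. After 400 uM selenite was added, NADPH fluorescence (Ex 340/Em 450 nm) was followed for 8 min.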
TrxR1 substrate: substrates of rat thioredoxin reductase 1 | Potency, µM (doses to about 114 µM), for the others: at the top dose activity change, negative = substrate turnover | actives 0.01% (n = 390,000) | purified TrxR1 substrate turnover, NADPH consumption readout | O89049; note: potency is the fitted concentration of half-maximal effect; % is set by controls: 0 for no effect and ±100 for the full control effect; nearly all actives have a fitted effect of over 50% in size
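Rat TrxR1, dispensed at 90 nM, was prereduced with 400 uM NADPH (final) for 5 min at ~22 deg C, then incubated with compound 15 min before 400 uM selenite. A first-read NADPH fluorescence drop versus no-compound background flagged substrates.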
GRP78 ERSR act: inducers of ER stress response in human glioma cells | U87-MG GRP78 promoter luciferase reporter, 16 h | Potency, µM, for inactives: at the highest dose activation, actives largely listed as activators | actives 0.02% (n = 420,000) | AID 602332; note: potency is the fitted concentration of half-maximal effect; series mostly up to about 76 µM; % of control where 0% means no effect; nearly all actives have a fitted effect of over 35% in size
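ERSR induction read as luciferase luminescence (Bright-Glo, 10 min at room temperature) in stably transfected human U87-MG glioma cells exposed to compounds for 16 h, using GRP78 as sensor.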
mIDH1 inhibitor: inhibitors of human mutant IDH1 R132H | O75874 | IDH1-R132H enzyme, NADPH consumption, diaphorase/resazurin fluorescence | Potency, µM (top dose mostly 76.6 µM), for inactives: top-dose activity change, negative = inhibition, most hits filed as inhibitors | actives 0.093% (n = 390,000); note: potency is the fitted concentration of half-maximal effect; % is set by controls: 0 for no effect and ±100 for the full control effect; nearly all actives have a fitted effect of over 65% in size
Target sequence (O75874 whole entry R132H, stated change not applied): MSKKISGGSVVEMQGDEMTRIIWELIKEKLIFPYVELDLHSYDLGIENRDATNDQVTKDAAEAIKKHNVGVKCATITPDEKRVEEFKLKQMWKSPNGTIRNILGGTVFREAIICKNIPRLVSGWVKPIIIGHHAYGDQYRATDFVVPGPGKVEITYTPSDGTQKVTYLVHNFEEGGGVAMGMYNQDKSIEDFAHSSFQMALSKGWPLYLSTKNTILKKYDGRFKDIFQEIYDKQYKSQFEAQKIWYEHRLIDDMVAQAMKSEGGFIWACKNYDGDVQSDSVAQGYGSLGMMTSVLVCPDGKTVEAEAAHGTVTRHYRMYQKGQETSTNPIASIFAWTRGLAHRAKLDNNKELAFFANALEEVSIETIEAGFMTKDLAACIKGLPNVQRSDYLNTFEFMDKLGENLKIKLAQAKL
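IDH1-R132H (0.5 ug/mL) preincubated 30 min with compound, then NADPH (0.016 mM) and alpha-KG (2 mM) added; 80 min at RT, pH 7.5. Remaining NADPH coupled via diaphorase/resazurin to fluorescence (540/590 nm); concentration-response curves normalized to no-enzyme control.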
USP1-UAF1 inh: USP1/UAF1 (human) deubiquitinase inhibition | O94782 | actives 0.23% (n = 390,000) | Potency, µM (doses to about 57.1 µM), for inactives: at the highest dose activity change, negative = inhibition, hits mostly inhibitors | recombinant USP1/UAF1, Ub-Rhodamine cleavage fluorescence; note: potency is the fitted concentration of half-maximal effect; % is set by controls: 0 for no effect and ±100 for the full control effect; nearly all actives have a fitted effect of over 60% in size; inactives centre near -12
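In this screen, compounds sit with the deubiquitinase complex (1nM) for 15 min at room temperature before Ub-Rho is added at 150nM final. Fluorescence rise is then followed for 6 reads every 60 seconds.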
* hit, by the source's call; ? = inconclusive; & = joins results of further samples; [ ] = remark or other dose. Unless noted, calls come from the whole dose curve; as a rule, active = well fitted curve in the direction sought with a large enough effect; inconclusive = small, poorly fitted or top-dose-only effect, or another doubt; inactive = no such curve, though single readings can be large; an effect the other way counts as inactive or inconclusive. A portion of the library; the hit share may differ from the screen's.

1	Cc1ccc(-c2cc(C(=O)NCC(c3ccccc3)N(C)C)c3ccccc3n2)o1 (stereo unspecified)
2	CCCn1c2ccccc2c2cnn(CC(=O)NC3CCCCC3)c(=O)c21
3	CCN1CCN(C(=O)C(=O)c2cn(CC(=O)N3CCCCCC3)c3ccccc23)CC1
4	O=C(CN(c1ccc2c(c1)OCCO2)S(=O)(=O)c1ccccc1)Nc1ccc2c(c1)OCO2
5	CCOC(=O)Cc1nn(Cc2ccccc2)c(=O)c2ccccc12

assay / entry | 1 | 2 | 3 | 4 | 5
Vif-APOBEC3G blk | 0% | 1% | 0% | -4% | -1%
RGS4 inhibitor | 16% | -16% | -15% | -12% | -10%
Vif-APOBEC3F blk | 6% | -13% | 3% | -8% | 3%
LDHA block | -5&-1 | 0 | -2 | 4 | -10
TrxR1 inh | 6%[2.29 µM] | 30% | ? | 3% | 4%[57.1 µM]
TrxR1 substrate | 49%[57.1 µM] | 17% | 7% | -6% | 8%[57.1 µM]
GRP78 ERSR act | 2% | -3% | -2% | 7% | -3%
mIDH1 inhibitor | 4% | 1% | 1% | 14% | 0%
USP1-UAF1 inh | 6% | -21% | 3% | -12% | -6%

6	CN(C)S(=O)(=O)c1cc(NC(=O)CNCc2ccc(F)cc2)ccc1Cl
7	COc1cc(SC)ccc1C(=O)NCCCn1ccnc1
8	Fc1cc(Cl)ccc1NC(=S)NCCN1CCOCC1
9	CCOc1ncccc1C(=O)OCC(=O)Nc1cccc(S(=O)(=O)N2CCCCCC2)c1
10	O=[N+]([O-])c1ccc(N2CCCC2)cc1NC1CC1

assay / entry | 6 | 7 | 8 | 9 | 10
Vif-APOBEC3G blk | 2% | -1% | 1% | 2% | -7%
RGS4 inhibitor | 23% | -20% | 11% | -21% | -52%
Vif-APOBEC3F blk | -6% | 1% | -22% | 1% | 1%
LDHA block | -20 | -4 | -11 | 1 | 5
TrxR1 inh | 3% | 11%[57.1 µM] | 3% | 0% | -4%
TrxR1 substrate | -2% | -8%[57.1 µM] | 6% | -12% | -10%
GRP78 ERSR act | 9% | -2% | -1% | 1% | -6%
mIDH1 inhibitor | 26% | 2% | 5% | 6% | 9%
USP1-UAF1 inh | -10% | -19% | -28% | -4% | -17%

Some of the entries so far, in markdown.
| entry | SMILES | Vif-APOBEC3G blk | RGS4 inhibitor | Vif-APOBEC3F blk | LDHA block | TrxR1 inh | TrxR1 substrate | GRP78 ERSR act | mIDH1 inhibitor | USP1-UAF1 inh |
| --- | --- | --- | --- | --- | --- | --- | --- | --- | --- | --- |
| 1 | Cc1ccc(-c2cc(C(=O)NCC(c3ccccc3)N(C)C)c3ccccc3n2)o1 (stereo unspecified) | 0% | 16% | 6% | -5&-1 | 6%[2.29 µM] | 49%[57.1 µM] | 2% | 4% | 6% |
| 2 | CCCn1c2ccccc2c2cnn(CC(=O)NC3CCCCC3)c(=O)c21 | 1% | -16% | -13% | 0 | 30% | 17% | -3% | 1% | -21% |
| 3 | CCN1CCN(C(=O)C(=O)c2cn(CC(=O)N3CCCCCC3)c3ccccc23)CC1 | 0% | -15% | 3% | -2 | ? | 7% | -2% | 1% | 3% |
| 4 | O=C(CN(c1ccc2c(c1)OCCO2)S(=O)(=O)c1ccccc1)Nc1ccc2c(c1)OCO2 | -4% | -12% | -8% | 4 | 3% | -6% | 7% | 14% | -12% |
| 5 | CCOC(=O)Cc1nn(Cc2ccccc2)c(=O)c2ccccc12 | -1% | -10% | 3% | -10 | 4%[57.1 µM] | 8%[57.1 µM] | -3% | 0% | -6% |
| 6 | CN(C)S(=O)(=O)c1cc(NC(=O)CNCc2ccc(F)cc2)ccc1Cl | 2% | 23% | -6% | -20 | 3% | -2% | 9% | 26% | -10% |
| 7 | COc1cc(SC)ccc1C(=O)NCCCn1ccnc1 | -1% | -20% | 1% | -4 | 11%[57.1 µM] | -8%[57.1 µM] | -2% | 2% | -19% |
| 8 | Fc1cc(Cl)ccc1NC(=S)NCCN1CCOCC1 | 1% | 11% | -22% | -11 | 3% | 6% | -1% | 5% | -28% |
| 9 | CCOc1ncccc1C(=O)OCC(=O)Nc1cccc(S(=O)(=O)N2CCCCCC2)c1 | 2% | -21% | 1% | 1 | 0% | -12% | 1% | 6% | -4% |
| 10 | O=[N+]([O-])c1ccc(N2CCCC2)cc1NC1CC1 | -7% | -52% | 1% | 5 | -4% | -10% | -6% | 9% | -17% |

Remaining list, next part.
11	O=C(Cc1ccc(Cl)c(Cl)c1)Nc1ccc2[nH]c(=O)[nH]c2c1
12	Cc1ccc(S(=O)(=O)N2CCOCC2)cc1NC(=O)COC(=O)CNC(=O)c1ccc(Oc2ccccc2)cc1
13	Cc1cc(NC(=O)C(=O)NCCN2CCN(S(C)(=O)=O)CC2)ccc1Br
14	CCN1CC(=O)Nc2cc(S(=O)(=O)N3CCOCC3)ccc21
15	N#Cc1c2c(c(NCCN3CCOCC3)n3c1nc1ccccc13)CCCC2
16	Cc1cc(C)c(NC(=O)CN2C(=O)c3cccnc3Sc3ccccc32)c(C)c1
17	COc1ccc(C(=O)N2CCCC(c3nc(-c4cc(OC)c(OC)c(OC)c4)no3)C2)cc1 (stereo unspecified)

assay / entry | 11 | 12 | 13 | 14 | 15 | 16 | 17
Vif-APOBEC3G blk | 2% | 0% | 0% | -1% | -6% | 0% | 1%
RGS4 inhibitor | -14% | 13% | 4% | -43% | 7% | -13% | -9%
Vif-APOBEC3F blk | 0% | -16% | 5% | -15% | 1% | -10% | -5%
LDHA block | -4 | -4 | -2 | -2 | 9 | -1 | -1
TrxR1 inh | 16%[57.1 µM] | 14%[57.1 µM] | 11% | ? | 0%[57.1 µM] | 10%[57.1 µM] | -9%[57.1 µM]
TrxR1 substrate | 5%[57.1 µM] | -8% | 8% | 5% | 4%[57.1 µM] | 8%[57.1 µM] | 2%[57.1 µM]
GRP78 ERSR act | -3% | -4% | -2% | -7% | -2% | -3% | 1%
mIDH1 inhibitor | 4% | 3% | 3% | 5% | 7% | 0% | 2%
USP1-UAF1 inh | 7% | -8% | -3% | -7% | -4% | -13% | -7%

Screening results deposited in PubChem by National Center for Advancing Translational Sciences (NCATS).
